MITF inh: human MITF inhibition, primary screen. AID 1259374. AlphaScreen MITF homodimerization, bead proximity signal. inhibition, % at 2.6 µM. 0.91% of 650,000 active; in the data active = inhibition above about 50%;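 also: 0% = vehicle wells with protein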
Target sequence (O75030 whole entry, looked up): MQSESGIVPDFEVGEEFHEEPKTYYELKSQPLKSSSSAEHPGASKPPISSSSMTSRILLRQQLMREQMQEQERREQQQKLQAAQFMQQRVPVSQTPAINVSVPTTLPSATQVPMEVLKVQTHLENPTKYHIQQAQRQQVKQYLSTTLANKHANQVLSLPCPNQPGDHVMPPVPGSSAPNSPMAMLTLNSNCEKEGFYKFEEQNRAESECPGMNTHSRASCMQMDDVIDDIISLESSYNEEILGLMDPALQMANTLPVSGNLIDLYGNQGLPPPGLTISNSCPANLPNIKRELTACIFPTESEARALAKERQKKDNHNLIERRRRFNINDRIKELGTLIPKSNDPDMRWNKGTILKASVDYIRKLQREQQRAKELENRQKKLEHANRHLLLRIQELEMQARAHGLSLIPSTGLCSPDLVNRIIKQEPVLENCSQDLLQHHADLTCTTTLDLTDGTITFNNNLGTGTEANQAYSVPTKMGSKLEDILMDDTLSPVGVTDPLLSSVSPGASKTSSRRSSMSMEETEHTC
FBW7 act: activators of human E3 ligase FBW7; Q969H0; AlphaScreen FBW7–phospho-cyclin E peptide binding, activator screen; normalized activity (activation), % at 26.1 µM; 0.13% of 650,000 active; AID 1259310; in the data active = normalized activity above about 1.9%;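 also: purified mutant Fbw7 with reduced substrate affinity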
TEAD-YAP block: TEAD-YAP interaction inhibition; HEK-TIYL cells, TEAD-Gal4/YAP UAS-luciferase luminescence; inhibition, % at 9.12 µM; 1.4% of 640,000 active; in the data active = inhibition above about 32%;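 also: 0% = median of test compound wells and 100% = reference inhibitor wells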
GPR151 ag: human GPR151 activation | Q8TDV0 | PathHunter beta-arrestin GPR151 cells, luminescence | activation, % at 11.2 µM | 1% of 650,000 active; in the data active = activation above about 4.9%;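 also: 0% = median of compound wells and 100% = cells with positive control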
Target sequence (Q8TDV0 whole entry, looked up): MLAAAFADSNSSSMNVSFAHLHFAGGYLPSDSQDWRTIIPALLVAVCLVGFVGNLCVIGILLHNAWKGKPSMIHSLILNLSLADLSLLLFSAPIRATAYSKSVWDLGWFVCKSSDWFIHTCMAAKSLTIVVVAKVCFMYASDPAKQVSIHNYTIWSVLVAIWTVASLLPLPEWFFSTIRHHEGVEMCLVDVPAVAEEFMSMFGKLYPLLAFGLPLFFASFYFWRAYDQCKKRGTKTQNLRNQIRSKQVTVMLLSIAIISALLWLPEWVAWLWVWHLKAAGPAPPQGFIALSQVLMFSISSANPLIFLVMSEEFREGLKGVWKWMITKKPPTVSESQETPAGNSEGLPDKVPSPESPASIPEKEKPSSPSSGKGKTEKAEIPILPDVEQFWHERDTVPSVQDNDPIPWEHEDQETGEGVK
Starred values were filed as active, the others as inactive; . = not tested or not shown.

SMILES	MITF inh	FBW7 act	TEAD-YAP block	GPR151 ag
COC(=O)c1sccc1NC(=O)Cc1nc(-c2ccc(OC)cc2)no1	19	1.2	7	0.1
Cc1ccc(NC(=S)N2CCC(N(C)C(C)C)CC2)cc1	14	0.1	0	2.0
CN(CC(=O)Nc1cccnc1)S(=O)(=O)c1ccc(Br)cc1	-6	-0.1	3	0.8
COc1ccc(C2=NS(=O)(=O)N(C)C(C(=O)N3CCCCC3)=C2)cc1OC	11	0.0	-2	1.0
Cc1cccc(NC(=O)C2CC(O)CN2C(=O)OCc2ccccc2)c1 (centres undefined)	-2	0.1	1	0.6
O=C(CCc1c[nH]c2ccccc12)N1CCc2nnc(Cc3ccccc3)n2CC1	-28	0.0	-3	0.3
CCOc1ccc(NC(=O)c2sc3nc(-c4ccccc4)cn3c2C)cc1	-4	0.0	-8	-0.4
O=C(COC(=O)c1ccc(O)cc1O)c1ccc(Cl)cc1	5	-0.1	-29	0.3
CC(C)NC(=O)c1ccc2nc3ccccc3c(=O)n2c1	-7	0.1	-8	0.8
COc1ccccc1CNC(=O)Cn1ncc2c(=O)oc3ccccc3c21	-6	-0.1	3	2.3
O=C(/C=N/O)Nc1ccc([N+](=O)[O-])cc1	-1	-0.1	-48	0.6
O=C1CC(N2CCCCC2)C(=O)N1c1ccc(I)cc1 (centres undefined)	-5	-0.5	12	-0.3
O=S1(=O)Nc2cccc3cccc1c23	29	-0.3	9	-0.4
Cc1cc(C)n(/N=C2\C(=O)Nc3ccccc32)c(=O)c1C#N	7	-0.1	10	2.6
CC(C)CNC(=O)COc1ccc(C#N)cc1	-2	0.1	-6	-1.9
Cc1cccc(-c2nc(Nc3ccc(C)cc3C)c3ccccc3n2)c1	-2	0.2	5	0.9
C/C(N)=C(/C#N)C(=O)CN1CCCCC1	-7	-0.1	6	0.3
COc1cccc(CN2CCC(N3CCCC(c4ccccc4)C3)CCC2=O)c1 (centres undefined)	-3	0.0	-6	0.2
O=C(NNC(=S)NCc1ccc(F)cc1)c1ccc(Br)s1	-7	-0.3	6	-1.3
N/C(=N\OC(=O)CCCc1ccccc1)c1ccncc1	25	0.5	-15	-0.3
C(=C\c1ccccc1)/CN1CCN(Cc2ccco2)CC1	22	-0.3	-9	2.0
CS(=O)(=O)N1CCCC(C(=O)N(Cc2ccccc2)c2nc3c(F)cccc3s2)C1 (centres undefined)	10	0.2	-34	-0.4
Clc1c(CSc2nc3ccccc3o2)nc2ncccn12	8	0.0	-28	0.3
COc1ccc(CNC(=O)C2CCCN(Cc3nc(-c4cccc(C)c4)oc3C)C2)cc1 (centres undefined)	14	0.0	20	0.1
Cc1ccc(CS(=O)(=O)CCC(=O)NC2CC2)cc1	0	0.0	11	-0.6
CC1(C)CC(=O)c2c(O)cc(OCC(=O)c3ccc(N4CCCC4)cc3)cc2O1	-6	-0.1	5	0.9
Cn1c(=O)n(C)c2cc(/C=C(\C#N)C(N)=C(C#N)C#N)ccc21	6	0.7	13	-0.8
Cc1ccccc1-c1nnc(NC(=O)c2ccc(Cl)c(Cl)c2)s1	5	0.5	-4	0.7
CCc1c(C(=O)NN)cc(-c2ccccc2)nc1-c1ccccc1	-14	-0.1	9	-1.2
CC(=O)Oc1ccc(C(=O)C(C(C)=O)c2ccccc2)c(OC(C)=O)c1 (centres undefined)	12	0.3	-11	-1.5
CC1(C)CC(=O)c2cc3c(N)c(C(=O)Nc4ccc(Cl)c(Cl)c4)sc3nc2C1	-9	-0.1	-1	-1.8
COc1ccc2c(=O)c(-c3cscn3)c(C(F)(F)F)oc2c1	9	1.1	-24	-0.8
COCC(=O)N/N=C/c1ccc(F)cc1	7	0.1	-5	-1.4
COCCNC(=S)Nc1ccn(Cc2ccc(F)cc2)n1	17	-0.1	5	-0.3
O=C(CSc1nnc(CNC(=O)c2ccc(S(=O)(=O)N3CCCC3)cc2)n1-c1cccc(C(F)(F)F)c1)Nc1nccs1	9	0.3	9	-1.8
O=C(Cc1c(F)cccc1Cl)Nc1cc(C(=O)N2CCC(Cc3ccccc3)CC2)ccc1N1CC2CC(C1)c1cccc(=O)n1C2 (centres undefined)	25	0.1	1	-0.6
CCCOc1ccc(C2C(C#N)=C(N)OC3=C2C(=O)CCC3)cc1OC (centres undefined)	-5	0.0	-10	0.1
CCOC(=O)C(NC(=O)c1ccc(F)cc1)(Nc1sc2c(c1C#N)CCC(C)C2)C(F)(F)F (centres undefined)	7	-0.1	1	-0.1
O=c1oc2ccc(Br)cc2cc1-c1csc(Nc2c(F)cccc2F)n1	-3	0.1	15	-0.4
COc1ccc(Cl)cc1NC(=S)N(CCN(C)C)Cc1cccs1	7	0.2	2	1.8
O=C(Cn1c(-c2cccnc2)nc2ccccc21)N1CCCCCC1	-4	0.1	10	5.6*
Cc1ccccc1C(=O)OC1OC(=O)C(Cl)=C1N1CCOCC1 (centres undefined)	19	0.4	-11	1.6
CC(=O)CCc1oc2ccccc2c1-c1ccc(C)cc1	-5	0.7	7	-1.5
COc1ccc(NS(=O)(=O)c2ccc3c(c2)oc(=O)n3C)cc1OC	15	0.0	25	1.4
COc1ccc(C(=O)CSc2nc3nc(C)cc(C)c3c(=O)[nH]2)cc1	1	-0.1	-8	0.5
COc1ccc(/C=C2/N=C(c3ccc(C)cc3)OC2=O)cc1[N+](=O)[O-]	21	-0.1	10	3.0
O=C(c1cccc([N+](=O)[O-])c1)c1ccc2c(c1)C(=O)N(Cc1cccnc1)C2=O	0	1.1	7	0.7
O=C1Nc2ccccc2C12OCCO2	6	0.4	0	-0.2
CN(CC1CCCO1)C1CCN(C(=O)Cn2c(=O)oc3ccccc32)CC1 (centres undefined)	3	0.1	10	-0.7
OCc1cnc(SCc2ccc(Cl)c(Cl)c2)n1Cc1ccc(F)cc1	-5	-0.2	-3	2.2

Reformatted: results already given
Below each SMILES – MITF inh	FBW7 act	TEAD-YAP block	GPR151 ag
O=C(CCc1c[nH]c2ccccc12)N1CCc2nnc(Cc3ccccc3)n2CC1
→ -28	0.0	-3	0.3
Clc1c(CSc2nc3ccccc3o2)nc2ncccn12
→ 8	0.0	-28	0.3
CC(=O)CCc1oc2ccccc2c1-c1ccc(C)cc1
→ -5	0.7	7	-1.5
COc1ccc(C(=O)CSc2nc3nc(C)cc(C)c3c(=O)[nH]2)cc1
→ 1	-0.1	-8	0.5
Cc1ccc(NC(=S)N2CCC(N(C)C(C)C)CC2)cc1
→ 14	0.1	0	2.0
Cc1ccccc1C(=O)OC1OC(=O)C(Cl)=C1N1CCOCC1 (centres undefined)
→ 19	0.4	-11	1.6

Further compounds:
SMILES	MITF inh	FBW7 act	TEAD-YAP block	GPR151 ag
CCc1cc(C(=O)OC)c(NC(=O)CCCC(=O)O)s1	12	0.1	-1	0.3
Nc1ncccc1C(=O)OCC(=O)NC1CCCCCC1	8	0.4	-4	-1.1
O=C(CNCc1ccco1)Nc1ccc(N2CCCCCC2)cc1	12	-0.1	3	-0.4
O=C(COCC(=O)N/N=C/c1cccc([N+](=O)[O-])c1)N/N=C\c1cccc([N+](=O)[O-])c1	-1	0.0	-1	1.2
Cc1ccccc1N(CC(=O)N1CCC(C(N)=O)CC1)S(=O)(=O)c1ccc(Cl)cc1	-7	-0.1	1	0.7
CC(C)CC1=NN2C(=O)CC(=O)N=C2S1	6	0.4	-2	-1.0
CCCCn1c(=O)c(C2=NS(=O)(=O)c3ccccc3N2)c(O)c2ccccc21	6	0.1	3	-0.1
CCCCn1c(-c2ccc(Cl)cc2)nc2c(=O)n(C)c(=O)[nH]c21	10	0.1	3	0.0
O=C(Nc1nc2ccccc2[nH]1)c1ccc(=O)n(Cc2ccccc2)n1	3	-0.2	3	0.4
O=C(COc1ccc(Br)cc1Br)Nc1cccc(O)c1	2	0.0	69*	2.8
C/C(=N\O)c1ccc(N2C(=O)C3CC=C(Cl)CC3C2=O)cc1 (centres undefined)	0	0.0	-81	0.3
O=C(Nc1cccc(C(F)(F)F)c1)c1ccc(C(=O)Nc2cccc(C(F)(F)F)c2)nc1	2	-0.1	-2	-0.3
CC1(C)CC(=O)C(C(C2=C(O)CC(C)(C)CC2=O)c2cccs2)C(=O)C1 (centres undefined)	5	-0.1	-10	-1.2
COc1cc(/C=C(/C#N)C(=O)Nc2ccc(O)cc2)cc(Br)c1OC	-6	0.0	0	3.7
Cc1ccc(C(=O)Nc2ccc(-c3nc4cc(C)cc(C)c4o3)cc2)cc1	4	-0.2	-1	0.7
COc1ccc(S(=O)(=O)N2CCN(CC(N)=O)CC2)cc1	8	0.3	10	-2.5
CCOc1ccc(-c2nc(C(N)=O)c3[nH]c(=O)n(CCc4ccccc4)c3n2)cc1	-3	0.1	4	0.5
COc1nn(C)cc1C(=O)N1CCN(CC(O)c2cccs2)CC1 (centres undefined)	6	-0.1	8	0.0
COc1cccc(-c2cc(C(=O)NCc3cccnc3)on2)c1	8	0.3	-12	0.0
Cc1cc(NC(=O)c2ccc(Br)cc2)ccc1O	75*	0.0	80*	-0.4
CC(=C/c1ccccc1)/C=C1/SC(N2CCOCC2)=NC1=O	5	-0.1	-52	0.2
COc1ccc(NC(=O)CC(C)S(=O)(=O)c2ccc3c(c2)OCC(=O)N3)c(OC)c1 (centres undefined)	-1	0.2	-1	2.8
O=C(NCc1ccccc1)c1ccc(F)c(F)c1	-9	-0.3	3	-1.1
Cc1ccc(C2C3=C(CCCC3=O)Nc3[nH]c(=S)[nH]c(=O)c32)cc1 (centres undefined)	1	-0.1	1	-0.1
COc1cc(/C=C2/C(=O)N(c3ccc(Cl)c(C(=O)O)c3)N=C2C)ccc1OC(=O)c1cccs1	10	-0.5	7	1.2
O=C1c2ccccc2C(=O)N1CC1c2ccccc2CCN1S(=O)(=O)c1ccc(OC(F)(F)F)cc1 (centres undefined)	0	0.0	0	1.6
COc1ccc(C(=O)CSc2nncn2C)cc1	4	0.0	1	-1.1
COc1ccc(CCNC(=O)c2cc(Sc3ccc(C)cc3)nc3ccccc23)cc1OC	5	0.4	9	-0.2
CCOC(=O)C1=C(C)N=c2s/c(=C\c3ccc(-c4ccccc4C(=O)O)o3)c(=O)n2C1c1ccc2c(c1)OCO2 (centres undefined)	-2	-0.3	8	-0.8
COc1cc(OC)cc(-c2nc(SCC(=O)NC3CC4CCC3C4)n[nH]2)c1 (centres undefined)	7	0.1	17	-0.6

Brought forward from above: 5 entries, then new ones.
SMILES	MITF inh	FBW7 act	TEAD-YAP block	GPR151 ag
O=C1c2ccccc2C(=O)N1CC1c2ccccc2CCN1S(=O)(=O)c1ccc(OC(F)(F)F)cc1 (centres undefined)	0	0.0	0	1.6
COc1ccc(C(=O)CSc2nncn2C)cc1	4	0.0	1	-1.1
COc1ccc(CCNC(=O)c2cc(Sc3ccc(C)cc3)nc3ccccc23)cc1OC	5	0.4	9	-0.2
CCOC(=O)C1=C(C)N=c2s/c(=C\c3ccc(-c4ccccc4C(=O)O)o3)c(=O)n2C1c1ccc2c(c1)OCO2 (centres undefined)	-2	-0.3	8	-0.8
COc1cc(OC)cc(-c2nc(SCC(=O)NC3CC4CCC3C4)n[nH]2)c1 (centres undefined)	7	0.1	17	-0.6
CC(C)C[C@H](NC(=O)[C@H](Cc1ccccc1)NC(=O)[C@H](CO)NC(=O)[C@H](CO)NC(=O)CN)C(N)=O	21	0.1	.	-0.2
S=C(NCCc1ccccc1)NNc1nc2ccccc2o1	4	-0.2	-23	1.8
CC(Oc1ccc(F)cc1)C(=O)Nc1sc2c(c1C#N)CCC2 (centres undefined)	1	-0.3	-9	-0.7
COC(=O)Oc1ccc2c(=O)c(Oc3ccccc3Br)coc2c1	16	0.2	-7	1.9
Cc1cc(NC(=O)NC(=O)c2ccc(C(F)(F)F)cc2)n[nH]1	19	0.1	-10	2.3
COc1ccc(-n2cc(C(=O)NCc3cccnc3)c3ccccc3c2=O)cc1	17	0.1	-4	0.8
Cc1ncc(CN2CCCC(CNC(=O)c3ccc4c(c3)OCO4)C2)s1 (centres undefined)	9	0.3	21	-0.1
CCOC(=O)C(Cc1c[nH]c2ccccc12)NS(=O)(=O)c1ccc(Cl)cc1 (centres undefined)	16	0.1	2	2.5
C=CCN1C(=O)N(c2ccccc2)C(=O)C1CC(=O)Nc1ccc(C(=O)OCC)cc1 (centres undefined)	-2	0.1	4	3.3
COc1ccc(C(=O)NC(=S)NCc2nc3ccccc3[nH]2)cc1	13	-0.2	-43	0.4
O=C(O)CNC(=O)/C(=C\c1ccccc1)NC(=O)c1ccc(Br)o1	3	0.6	17	-0.1
COC(=O)c1ccc(Oc2nc(N(C)C)nc(N(C)C)n2)cc1	-1	-0.1	-6	1.6
CC(C)(C)OC(=O)N1CCC2(CC1)C(C#N)=C(N)OC1=C2C(=O)CCC1	4	-0.1	-3	-0.6
CCC(C)N(C(=O)c1ccc([N+](=O)[O-])cc1)C(C)CC (centres undefined)	-18	0.0	2	-1.5
O=C(O)c1cc(-c2ccc(Br)cc2)nc2c(Br)cc(Br)cc12	6	0.5	-39	-1.3
COc1ccc(CCNC(=O)c2c[nH]c3c(c(C)nn3-c3ccccc3)c2=O)cc1OC	-7	-0.1	-8	1.3
COc1ccccc1C1C(C#N)=C(N)Oc2n[nH]c(C(C)(C)C)c21 (centres undefined)	-16	0.0	1	-0.8
O=C(NCc1ccc(Cl)cc1)c1ccc2c(=O)n(-c3ccc(F)cc3)c(=S)[nH]c2c1	10	0.0	-12	-1.2
CC1CCCCC1NC(=O)c1ccc(S(=O)(=O)N2CCN(C)CC2)cc1 (centres undefined)	-15	-0.1	0	1.4
CCNC(=O)C(=O)NCCc1ccc(Cl)cc1	4	-0.2	-2	-0.3
